# From PubChem
# HIV peptide binding = cell-free HIV fusion peptide-binding blockers – biochemical, uHTS, fluorescence dequenching, primary screen (AID 1986); inhibition, % at 20 µM; hits with a dose series show IC50 in µM; 0.3% of 290,000 active; cell-free peptide binding, fluorescence dequenching, 30 min; higher % means a stronger effect; in the data active = inhibition mostly above about 52%, no sharp cut-off; inactive = mostly below about 76%; also: some results filed as inactive read as strong as hits
# GPR35 arrestin U2OS = inhibition of zaprinast-stimulated GPR35 beta-arrestin translocation – imaging, U2OS, beta-arrestin-GFP, zaprinast agonist, primary screen (AID 2058). U2OS GPR35 beta-arrestin-GFP translocation imaging, zaprinast antagonism; higher % means a stronger effect. one-dose inhibition, % at 10 µM; IC50 in µM for titrated hits. 0.052% of 290,000 active;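 active = inhibition of at least 50% with at least 30 cells and total cytoplasm GFP at most 10,000,000; inconclusive = under 30 cells or total GFP of 10,000,000 plus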
# GPR55 LPI antagonism = GPR55 antagonists blocking LPI-driven arrestin recruitment, primary screen, imaging, U2OS, beta-arrestin-GFP, LPI agonist (AID 2013); U2OS GPR55 beta-arrestin-GFP translocation imaging, LPI antagonism; higher % means a stronger effect; one-dose inhibition, % at 10 µM; IC50 in µM for titrated hits; 0.13% of 290,000 active;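 active = spots per cell inhibited over 60%, with over 100 cells counted and total cytoplasm intensity under 500,000; inconclusive = wells with under 100 cells, flagged as likely toxic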;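 also: U2OS cells stably carrying GPR55 and arrestin-GFP stimulated by 5 µM LPI near EC80; imaged beta-arrestin-GFP aggregate spots per cell after agonist stimulation; plate controls were LPI-stimulated DMSO wells for no effect and DMSO wells without LPI for full effect; some results filed as inactive read as strong as hits; confirmed hits need IC50 under 10 µM and bright autofluorescent wells are also inconclusive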
# Dengue-2 NS5 capping = Dengue-2 NS5 methyltransferase inhibitors, primary screen, biochemical, confirmation dose response (AID 588689); Dengue-2 NS5 methyltransferase capping enzyme assay, biochemical; higher % means a stronger effect; one-dose inhibition, % at 25 µM; IC50 in µM for titrated hits; 0.3% of 340,000 active; in the data active = a potency from the dose series; inconclusive = inhibition above about 29% without an active follow-up result
# Large T inhibition = TAg ATPase/helicase activity blockers – biochemical (AID 1903); SV40 large T antigen ATPase/helicase inhibition assay; higher % means a stronger effect; inhibition, % at 20 µM, or IC50 in µM where a hit was titrated; 0.39% of 310,000 active; in the data active = a potency from the dose series; inconclusive = inhibition mostly from about 32% at the one dose, without a potency; inactive = the rest, 99 in 100 with inhibition below about 32%; also: strong numbers were not always called active
# K1F lysis inhibition = protection from phage-mediated lysis, alamar blue read-out – E. coli UTI89, K1F phage, bacterial capsule biogenesis inhibitors (AID 488966); E. coli UTI89 K1F phage lysis, alamar blue, 2 h; higher % means a stronger effect; 0.02% of 340,000 active; inhibition, % at 100 µM; hits with a dose series show IC50 in µM;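 active = phage lysis inhibition, versus mean bacterial control, above a set limit; inconclusive = no clear call, values can overlap the other calls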;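 also: capsule biogenesis inhibitors block K1F phage lysis so surviving cells raise fluorescence; higher fluorescence means more inhibition of phage lysis; actives were called in the ten point dose series up to 300 µM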
# PhoP inhibition = inhibitors of PhoP regulon expression, primary screen, Salmonella Typhimurium, GFP reporter (AID 1863); S. Typhimurium PhoP-regulated promoter GFP reporter, 4 h; higher % means a stronger effect; inhibition, % at 50 µM; hits with a dose series show IC50 in µM; 0.16% of 300,000 active;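 active = inhibition over 29.93%, a cutoff 3 SD above the screen mean, later confirmed by dose response; inconclusive = inhibition over 29.93% but no dose response follow-up; inactive = inhibition at most 29.93% or unconfirmed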;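 also: 0% = low Mg2+ inducing control and 100% = high Mg2+ repressing control; strong numbers were not always called active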
# MgcRacGAP inhibition = MgcRacGAP GTPase-activating activity inhibitors, confirmation, biochemical, ADP Hunter fluorescence; MgcRacGAP-stimulated Rac1 GTP hydrolysis, ADP Hunter fluorescence; higher % means a stronger effect; GST-tagged Rac1 F28L mutant substrate; inhibition, % at 30 µM; hits with a dose series show IC50 in µM; 0.6% of 340,000 active;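 active = first-screen hits whose inhibition reached a set limit at any dose in the follow-up dose series; inconclusive = inhibition above the set first-screen limit but never retested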;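 also: fluorescence reports GDP produced by GAP-driven GTP hydrolysis; strong numbers were not always called active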
# RSV antiviral HEp-2 = inhibition of RSV-induced cytopathic effect – HEp-2 cells, primary 10 µM value included (AID 2391); HEp-2 cells, RSV-induced CPE inhibition; higher % means a stronger effect; CPE inhibition, % at 10 µM, or IC50 in µM where a hit was titrated; 0.13% of 310,000 active; in the data active = a potency from the dose series; inconclusive = CPE inhibition mostly from about 23% at the one dose, without a potency; inactive = the rest, 99 in 100 with CPE inhibition below about 21%; also: strong numbers were not always called active
# Dengue-2 NS5 capping pilot replicate = further read-out of Dengue-2 NS5 capping, marked with its call; inhibition, %; measured here: pilot screen replicate inhibition
# An asterisk follows results filed as active; ? = inconclusive; . = no result given; [ ] = dose if it differs, or a comment.
SMILES,HIV peptide binding,GPR35 arrestin U2OS,GPR55 LPI antagonism,Dengue-2 NS5 capping,Large T inhibition,K1F lysis inhibition,PhoP inhibition,MgcRacGAP inhibition,RSV antiviral HEp-2,others
NC(N)=NS(=O)(=O)c1ccc(NC(=S)NC(=O)/C=C/c2cccs2)cc1,-1.3%,-5%,7%,-2%,24%,-1.7%,-3%,8%,3.5%,
Cc1ccc2c(c1)C(c1ccccc1)N(C(=O)CC(C)C)CC(=O)N2 (centres undefined),-3.5%,2%,5%,-1%,14%,0.2%,-1%,3%,-1.4%,
COc1ccc(/C=N\NC(=O)c2ccc(-c3ccccc3)cc2)cc1COC(C)=O,0.0%,8%,7%,6%,0%,0.9%,0%,3%,2.8%,
CCOC(=O)C(CCCCC(NC(C)=O)(C(=O)OCC)C(=O)OCC)(NC(C)=O)C(=O)OCC,0.9%,-2%,7%,2%,6%,5.2%,-3%,7%,1.2%,
Cc1ccc(OCc2nnc(NC(=O)Cc3cccs3)s2)cc1,2.1%,10%,1%,.,0%,.,4%,.,.,
O=C(O)c1cc(Br)ccc1NN=C1CCCCC1,11%,6%,7%,7%,6%,-2.2%[50 µM],3%,2%,0.9%,
Cc1cc(C)cc(OCC(=O)N2CCCCCC2)c1,-1.2%,10%,-1%,2%,0%,0.6%,-5%,4%,1.7%,
O=C(O)CCCC(=O)Nc1ccc(OCc2nc3ccccc3s2)cc1,3.2%,15%,-7%,-5%,0%,-2.6%,3%,18%,-1.1%,
COC(=O)NCc1ccc(CNC(=O)OC)cc1,-0.9%,-5%,-2%,2%,1%,2.4%,0%,9%,0.8%,
COc1ccc(CCNC(=O)C2CCN(S(=O)(=O)N3CCC(C)CC3)CC2)cc1OC,0.3%,-18%,-14%,-6%,14%,0.8%,-9%,5%,0.7%,
O=C(NCc1ccccc1)NCC12CC3CC(CC(C3)C1)C2,5.7%,-6%,-3%,-3%,-5%,0.1%,-12%,-1%,2.4%,
COc1cc(C(=O)NC(C)c2ccc(S(N)(=O)=O)cc2)ccc1OCC(=O)N1CCOCC1 (centres undefined),-1.0%,-8%,0%,-5%,23%,0.3%[50 µM],-2%,2%,1.2%,
CCCC(c1nnnn1C(C)(C)C)N1CCN(C(=O)c2ccco2)CC1 (centres undefined),-0.1%,10%,1%,-3%,5%,1.5%,-1%,3%,0.1%,
CCC(=O)NC(=S)Nc1cccc(NC(=O)c2ccc(Cl)cc2Cl)c1,0.8%,15%,11%,-8%,1%,0.4%,-2%,7%,0.1%,
O=C(O)c1ccc(Sc2nnc3ccccn23)c([N+](=O)[O-])c1,-0.5%,12%,-4%,-10%,6%,0.0%,-10%,13%,1.0%,
O=C(CN1C(=O)NC(Cc2c[nH]c3ccccc23)C1=O)Nc1cccc(S(=O)(=O)N2CCCC2)c1 (centres undefined),-2.0%,1%,12%,1%,9%,0.6%,8%,-5%,3.6%,
COC(=O)c1c(C(=O)OC)c(-c2ccc(Br)cc2)n2c1CS(=O)C2 (centres undefined),0.2%,11%,-3%,-5%,-1%,0.3%,14%,1%,1.6%,
Cc1nc(NC(=O)/C=C/c2ccccc2)sc1C(=O)Nc1ccccc1,-2.3%,8%,2%,-4%,1%,-0.4%,12%,1%,0.9%,
COc1ccc(Cn2c(-c3ccc(OC)cc3)nc3c(c(=O)c4ccccc4n3C)c2=O)cc1,-2.3%,-1%,0%,.,5%,.,-15%,.,9.0%,
C(=N\Nc1ccccn1)/c1c[nH]c2ccccc12,-1.3%,2%,12%,-3%,?,0.3%,2%,?,2.5%,
Cc1cccc(OCC(=O)Nc2cccc(-c3nnc(-c4ccccc4)o3)c2)c1C,-4.2%,-7%,6%,1%,5%,7.1%,2%,9%,-0.4%,
CSc1nnc(CNC(=O)c2ccccc2)n1-c1cccc(C)c1,-2.4%,9%,0%,5%,1%,0.2%,7%,5%,-0.6%,
CC(=O)Nc1ccc(S(=O)(=O)Nc2nnc(C(C)C)s2)cc1,0.1%,-12%,0%,-3%,11%,0.6%,-2%,4%,-0.5%,Dengue-2 NS5 capping pilot replicate=2.1
O=C1c2ccccc2-c2cccc(C(=O)N3CCCCCC3)c21,-0.2%,4%,-12%,-1%,9%,0.6%,-12%,0%,2.5%,
CCc1ccc(C(=O)Nc2ccc3nc(C)ccc3c2)cc1,-2.1%,3%,5%,-7%,6%,-0.2%,9%,10%,3.5%,
CCCC(C(=O)Nc1ccc(S(=O)(=O)N2CCCC2)cc1)c1ccccc1 (centres undefined),.,.,.,-9%,2%,0.6%[50 µM],0%,8%,10%,
CCc1nc(CNC(=O)C2CCC(=O)N(CCc3cccc(F)c3)C2)no1 (centres undefined),-0.2%,-12%,-14%,-3%,-4%,0.8%[50 µM],-5%,0%,0.2%,
O=C(Oc1cccc([N+](=O)[O-])c1)c1cc(-c2ccccc2)nc2ccccc12,2.9%,10%,13%,-3%,2%,-1.3%,-1%,7%,6.6%,
O=C(Nc1cccc2ccccc12)N1CCN(Cc2ccc3c(c2)OCO3)CC1,-0.1%,-2%,-6%,1%,3%,2.8%,4%,16%,-1.2%,
CCCCCC(=O)NNC(=O)Cc1ccc([N+](=O)[O-])cc1,-1.5%,8%,8%,.,14%,0.3%,-1%,0%,1.5%,

# An excerpt from further up:
SMILES,HIV peptide binding,GPR35 arrestin U2OS,GPR55 LPI antagonism,Dengue-2 NS5 capping,Large T inhibition,K1F lysis inhibition,PhoP inhibition,MgcRacGAP inhibition,RSV antiviral HEp-2,others
COc1ccc(Cn2c(-c3ccc(OC)cc3)nc3c(c(=O)c4ccccc4n3C)c2=O)cc1,-2.3%,-1%,0%,.,5%,.,-15%,.,9.0%,
C(=N\Nc1ccccn1)/c1c[nH]c2ccccc12,-1.3%,2%,12%,-3%,?,0.3%,2%,?,2.5%,
Cc1cccc(OCC(=O)Nc2cccc(-c3nnc(-c4ccccc4)o3)c2)c1C,-4.2%,-7%,6%,1%,5%,7.1%,2%,9%,-0.4%,
CSc1nnc(CNC(=O)c2ccccc2)n1-c1cccc(C)c1,-2.4%,9%,0%,5%,1%,0.2%,7%,5%,-0.6%,
CC(=O)Nc1ccc(S(=O)(=O)Nc2nnc(C(C)C)s2)cc1,0.1%,-12%,0%,-3%,11%,0.6%,-2%,4%,-0.5%,Dengue-2 NS5 capping pilot replicate=2.1
O=C1c2ccccc2-c2cccc(C(=O)N3CCCCCC3)c21,-0.2%,4%,-12%,-1%,9%,0.6%,-12%,0%,2.5%,
CCc1ccc(C(=O)Nc2ccc3nc(C)ccc3c2)cc1,-2.1%,3%,5%,-7%,6%,-0.2%,9%,10%,3.5%,
CCCC(C(=O)Nc1ccc(S(=O)(=O)N2CCCC2)cc1)c1ccccc1 (centres undefined),.,.,.,-9%,2%,0.6%[50 µM],0%,8%,10%,

# Additional records follow:
SMILES,HIV peptide binding,GPR35 arrestin U2OS,GPR55 LPI antagonism,Dengue-2 NS5 capping,Large T inhibition,K1F lysis inhibition,PhoP inhibition,MgcRacGAP inhibition,RSV antiviral HEp-2,others
CC1CCCC(NC(=O)CCNC(=O)c2ccc([N+](=O)[O-])cc2)C1C (centres undefined),2.9%,-2%,5%,-9%,6%,0.1%,-4%,6%,0.9%,
CC(=O)N1CCN=C1SCc1ccc(F)cc1,1.0%,3%,18%,-5%,5%,-0.1%,-2%,3%,0.7%,
COCc1cc(N2CCN(c3ccccc3F)CC2)nc(-c2ccccc2)n1,-1.7%,3%,6%,-2%,22%,1.0%,-3%,4%,5.5%,
NS(=O)(=O)c1ccc(CNC(=S)NCc2ccc(Cl)cc2)cc1,1.5%,16%,4%,-1%,13%,1.1%,-3%,3%,4.2%,
CCOC(=O)/C(C#N)=C\c1c(OCC)n(CC)c2ccccc12,4.0%,5%,15%,-4%,29%,1.0%[50 µM],-1%,42%,?,
Cc1cc(/C=C2/NC(=O)N(c3ccccc3)C2=O)c(C)n1-c1cccnc1,38%,8%,4%,-4%,14%,0.1%,15%,2%,16%,
CCOc1ccccc1NC(=O)COC(=O)c1cnc(C)cn1,.,.,.,5%,.,0.8%[50 µM],.,3%,1.6%,
COc1cc2c(cc1OC)C(c1ccccc1Br)NC(=O)C2 (centres undefined),1.6%,1%,10%,-4%,6%,0.3%,-4%,16%,3.6%,
CC(=O)c1ccc([N+](=O)[O-])c(CS(=O)(=O)c2ccc(Cl)cc2)c1,-2.7%,-8%,-1%,4%,3%,0.2%,6%,5%,3.1%,
CN(C)c1ccc(NC(=O)CN2CCN(S(=O)(=O)c3cc(Cl)ccc3Cl)CC2)cc1,-3.3%,-8%,0%,-3%,?,0.6%,2%,?,4.0%,
Cc1ccc(N(CCC#N)C(=O)COC(=O)C2CCN(c3ccc(C(F)(F)F)cn3)CC2)cc1,.,.,.,4%,12%,-0.2%[50 µM],4%,14%,3.8%,
COc1ccccc1NC(=O)Nc1ccc2c(c1)nnn2C,0.5%,3%,1%,-8%,1%,0.8%,-12%,5%,6.0%,
COC(=O)c1ccccc1NC(=O)c1cc2ccccc2o1,-0.5%,7%,17%,3%,2%,1.0%,10%,0%,2.5%,
COc1cc(Cl)c(CN2CCCC(CO)(Cc3ccccc3)C2)cc1OC (centres undefined),0.1%,13%,17%,.,9%,1.2%,4%,0%,3.9%,
CCOC(=O)C1CCN(C(=O)CCc2nc3ccccc3[nH]2)CC1,-2.0%,-6%,-6%,-8%,0%,0.4%,-6%,12%,0.7%,
Cc1c(C(O)CN2CCC(C(N)=O)CC2)c2ccccc2n1C (centres undefined),-1.7%,6%,8%,10%,5%,1.1%,10%,15%,-0.7%,
CCCOc1ccc(-c2csc(N)n2)cc1[N+](=O)[O-],-1.6%,5%,0%,-10%,10%,0.2%[50 µM],15%,6%,14%,
COc1cc(/C=N/NC2=NS(=O)(=O)c3ccccc32)cc(OC)c1OC,0.3%,-3%,13%,1%,13%,-0.1%,0%,.,2.6%,
COc1cccc(CNC(=O)N2CCN(c3ccccc3)CC2)c1,0.5%,11%,4%,-5%,15%,0.7%,-2%,0%,2.1%,
O=C(Nc1ccccc1C(=O)NCC1CCCO1)c1ccco1 (centres undefined),0.9%,-6%,13%,2%,3%,3.2%,-4%,11%,1.9%,
